Screening results (PubChem BioAssay)
NLRP3 yeast inh: NALP3 inhibition in yeast; Yeast reconstituted NLRP3/ASC/caspase-1, beta-gal luminescence, 24 h; inhibition, % at 10 µM; actives 0.39% (n = 330,000);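 active means inhibition of 50% or more; inactive means inhibition below 50%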;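 further: plate controls were induced DMSO wells for no effect and uninduced yeast grown without galactose for full effect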
APOBEC3A inh: blocks human APOBEC3A ssDNA deamination; P31941; recombinant A3A, FAM/TAMRA ssDNA deamination fluorescence; inhibition, % at 20 µM; actives 0.41% (n = 330,000); AID 493011;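 active means at least 40% inhibition at 20 µM here, with at most 30% in a related deaminase screen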;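 further: plate controls were A3A with DMSO for no effect and wells lacking A3A enzyme for full effect; some results filed as inactive read as strong as hits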
Target sequence (P31941 whole entry, looked up): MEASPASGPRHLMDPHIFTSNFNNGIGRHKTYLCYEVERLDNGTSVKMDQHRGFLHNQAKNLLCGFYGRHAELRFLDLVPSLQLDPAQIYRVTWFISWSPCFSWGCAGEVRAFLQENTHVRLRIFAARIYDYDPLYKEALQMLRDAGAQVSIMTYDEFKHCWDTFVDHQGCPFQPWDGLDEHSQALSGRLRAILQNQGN
mIAP act: increases mouse intestinal alkaline phosphatase activity. muIAP, CDP-Star luminescence, 30 min; active compounds read high; 1 = vehicle-only enzyme signal, 0 = enzyme-free wells. activation factor at 10 µM. actives 0.24% (n = 330,000);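 active means activation factor of at least 2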; further: the source names both 10 and 20 µM as test concentration; values of inactives mirror those of a sister screen read the other way
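Assay system: mouse IAP enzyme / Compound: DMSO-dissolved test compounds / Timing: 30 min, room temperature / Measured by: luminescence from enzymatic CDP-Star hydrolysis / Control set: DMSO-only wells, enzyme-free buffer wells as negative control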
hIAP act: increases human intestinal alkaline phosphatase activity. purified human IAP, CDP-Star luminescence, 30 min; active compounds read high; 1 = vehicle-only enzyme, 0 = enzyme-free background. activation factor at 10 µM. actives 0.16% (n = 330,000);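 active means activation factor of the enzyme at least 2-fold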; further: the source names both 10 and 20 µM as test concentration; values of inactives mirror those of a sister screen read the other way
SENP1 inh: blocks the human SENP1 SUMO protease catalytic domain; Q9P0U3; recombinant SENP1 catalytic domain, CyPet-SUMO1-YPet FRET cleavage; inhibition, % at 10 µM; actives 0.21% (n = 360,000); AID 624204;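 active means inhibition at least 30% at 10 µM, raw YFP signal under a set limit, fluorescence ratio 0.5 to 1.5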;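 further: 0% = enzyme with DMSO and 100% = no enzyme wells; some results filed as inactive read as strong as hits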
Target sequence (Q9P0U3 419-644 limits assumed): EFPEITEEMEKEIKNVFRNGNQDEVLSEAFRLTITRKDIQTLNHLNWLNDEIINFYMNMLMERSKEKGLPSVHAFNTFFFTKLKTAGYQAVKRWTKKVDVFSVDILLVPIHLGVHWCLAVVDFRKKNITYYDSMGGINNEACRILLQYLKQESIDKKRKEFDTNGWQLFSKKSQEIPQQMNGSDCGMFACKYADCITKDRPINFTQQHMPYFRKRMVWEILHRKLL
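system = hSENP1 catalytic domain, recombinant | reagent = SFCypet-SUMO1-SFYpet substrate at 25 nM | doses = one dose per compound, 10 µM, 0.5% DMSO | incubation = enzyme reaction for 50 min at room temperature, dark | measured by = FRET, CFP and YFP emission | controls = no-enzyme low, enzyme-DMSO high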
A3G deaminase: blocks human APOBEC3G single-stranded DNA deamination | Q9HC16 | recombinant A3G, ssDNA deamination FAM/TAMRA fluorescence | inhibition, % at 20 µM | actives 0.28% (n = 330,000) | AID 493012;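 active means inhibition of at least 40% at 20 µM, with no more than 30% in the related APOBEC3A deaminase screen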;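 further: plate controls were DMSO wells with A3G for no effect and wells lacking A3G enzyme for full effect; some compounds called inactive have numbers as strong as hits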
Target sequence (Q9HC16 whole entry, looked up): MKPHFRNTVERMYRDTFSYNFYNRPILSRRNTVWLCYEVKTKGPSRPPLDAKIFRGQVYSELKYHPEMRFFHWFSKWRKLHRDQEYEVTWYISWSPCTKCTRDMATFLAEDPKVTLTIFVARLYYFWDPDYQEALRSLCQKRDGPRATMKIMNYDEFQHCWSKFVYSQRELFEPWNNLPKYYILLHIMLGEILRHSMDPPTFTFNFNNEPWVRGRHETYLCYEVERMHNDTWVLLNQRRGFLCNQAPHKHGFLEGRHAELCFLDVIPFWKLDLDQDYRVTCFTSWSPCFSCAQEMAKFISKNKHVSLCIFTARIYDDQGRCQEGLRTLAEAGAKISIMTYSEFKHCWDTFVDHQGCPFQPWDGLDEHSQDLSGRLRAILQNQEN
hIAP inh: human IAP inhibition; P09923; purified IAP, CDP-Star luminescence, 30 min; inhibition, % at 10 µM; actives 0.12% (n = 330,000); AID 2544;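 active means inhibition reaching a set limit with compound at 10 µM in the primary screen, cut at about 35% in these data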;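 further: plate controls were DMSO wells with enzyme for no effect and no-enzyme buffer wells for full effect; values of inactives mirror those of a sister screen read the other way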
MIN6 prolif: induces beta-cell replication in MIN6 cells | actives 0.29% (n = 330,000) | MIN6 cells proliferation, ATPlite luminescence, 48 h; cells starved in 0.2% serum; 100% = growth in 10% serum | AID 2380 | proliferation, % at 10 µM;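 active means compounds whose signal lies at least 3.5 SD above the mean of all wells on their plate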;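 further: 0% = DMSO-treated cells in low-serum medium and 100% = 10% serum control; some compounds called inactive have numbers as strong as hits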
mIAP block: blocks mouse intestinal alkaline phosphatase; purified mouse IAP, CDP-Star luminescence, 30 min; inhibition, % at 10 µM; actives 0.2% (n = 330,000); AID 2806;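 active means inhibition of at least 40% at 10 µM in the primary screen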;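 further: plate controls were DMSO with enzyme for no effect and no enzyme wells for full effect; values of inactives mirror those of a sister screen read the other way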
The depositor's hits bear a star; · = not tested or not shown. A portion of the library, so the mix of outcomes need not match the whole.

Structure,APOBEC3A inh,MIN6 prolif,mIAP act,hIAP inh,hIAP act,A3G deaminase,SENP1 inh,NLRP3 yeast inh,mIAP block
Cc1ccccc1-n1c(SCC(=O)c2c(N)n(C)c(=O)n(C)c2=O)nnc1-c1cccnc1,0,2,0.99,-6,1.1,-5,2,-17,1
Cc1cc(C)c(C(=O)COC(=O)c2ccc(NC(=O)CC#N)cc2)cc1C,4,-3,1,2,0.98,1,-43,2,-3
Cc1nnc(NC(=O)CC(NC(=O)C(F)(F)F)c2ccccc2)s1 (stereo not given),0,0,1.1,-7,1.1,-1,-1,4,-9
O=c1nc(SCc2ccc(Cl)cc2)nc(-c2ccccc2)[nH]1,2,-3,0.96,-7,1.1,0,1,10,4
CC(C)C[C@H](NC(=O)[C@@H]1Cc2c([nH]c3ccccc23)C2c3ccccc3C(=O)N21)C(=O)N1CCC[C@@H]1C(=O)O (stereo not given in full),-3,-4,1,-6,1.1,-12,-88,4,-1
CCCCOC(=O)Nc1sc2c(c1C(=O)OC)CCC2,-7,-2,0.85,-26,1.3,-1,-29,-10,15
COCCN(C(=O)CCC(=O)Nc1ccccn1)C(C(=O)NCCC(C)C)c1ccc(F)cc1 (stereo not given),3,2,1.1,-15,1.1,-3,2,4,-10
CC(/C=N/NC(=O)c1ccccc1F)=C\c1ccccc1,1,-6,1.1,-2,1,-6,2,28,-5
CC(=O)Nc1ccccc1-c1nc2cc(C#N)c(C#N)cc2[nH]c1=O,-4,1,0.9,11,0.89,-9,-17,4,10
Cc1nn(C)c(N)c1-c1ccccc1,-4,1,1,7,0.93,-6,-1,8,-1
CCNC(=S)N(CCc1c(C)[nH]c2ccc(C)cc12)Cc1cc(OC)c(OC)c(OC)c1,0,-5,1.1,16,0.84,-5,-2,9,-5
CCCCS(=O)(=O)N1CCCC(C(=O)Nc2ccc3c(c2)CCC3)C1 (stereo not given),-1,0,1.1,-20,1.2,-9,1,19,-10
Cc1ccc(C(=O)CSc2nnc(C3CC3)n2C2CC2)s1,-1,-1,0.86,10,0.9,-3,2,22,14
CN(CC(=O)Nc1ccc(Cl)cc1)C(=O)c1cccc(S(=O)(=O)N(C)C)c1,33,0,1.1,1,0.99,8,-2,-11,-11
Cc1cc(-n2c(C)cc(C(=O)COc3ccc(Cl)cc3C(N)=O)c2C)no1,1,-2,1.1,0,1,-3,-1,12,-9
OCCC1CN(Cc2nc3ccccc3s2)CCN1C1CCCC1 (stereo not given),5,5,0.94,5,0.95,-1,0,3,6
COc1cccc(CN(C)CC(=O)Nc2ccccc2C(=O)Nc2ccccc2)c1OC,1,1,1,4,0.96,-1,2,0,-3
CCN(CC)S(=O)(=O)c1ccc2c(c1)[nH]c(=S)n2CC,-5,3,1,-17,1.2,-20,0,15,-4
COc1ccc(C(=O)N2CCN(c3ncccn3)CC2)cc1,0,2,1.1,19,0.81,2,2,13,-9
O=C(COC(=O)C1=COCCO1)Nc1ccc2c(c1)OCO2,-4,0,1,-2,1,-3,-2,12,-1
Cc1ccsc1CCNC(=O)C1CCC(=O)N(CCc2cccc(F)c2)C1 (stereo not given),-1,-2,0.97,-18,1.2,-8,-1,8,3
CCOCCCn1c(-c2ccc(Cl)cc2)n[nH]c1=S,0,2,0.9,18,0.82,53*,3,18,10
ClCC1=Nc2cccc3cccc(c23)N1,1,-6,0.99,12,0.88,-2,·,5,1
CCN1CCN(C(=O)c2ccc(CS(=O)(=O)Cc3ccccc3C)o2)CC1,1,3,0.95,-10,1.1,4,2,-4,5
O=C(N/N=C/c1cc(Br)c(O)c(Br)c1)C1CC1,-5,0,1,-12,1.1,-7,-4,17,-3
COC(=O)C1=C(C)NC(=S)NC1c1ccc(-c2ccccc2C(=O)OC)o1 (stereo not given),0,5,0.99,-13,1.1,-4,-2,11,1
Cc1c(Cl)cccc1NC(=O)NCc1ccccn1,-2,1,1,-5,1.1,-2,1,16,-3
O=C(NCc1ccncc1)C(=O)Nc1ccc2c(c1)OCO2,-1,3,1.1,5,0.95,-8,1,5,-10
CC(C)c1ccc2nc(SCC(=O)NCC3CCCO3)c(C#N)cc2c1 (stereo not given),-4,3,0.97,-5,1,-11,-3,-4,3
COc1ccc(S(=O)(=O)N2CCCCC2)cc1NC(=O)C1CC1,-1,-5,0.98,-8,1.1,1,-1,5,2
CCCCOc1ccc(NC(=O)[C@@H]2CCCN2C(=O)C2CCN(S(=O)(=O)c3ccc(C)cc3)CC2)cc1,2,0,1.2,5,0.95,-2,0,25,-25
O=[N+]([O-])c1ccccc1S(=O)(=O)Oc1ccccc1/C=N/n1cnnc1,3,-5,0.94,0,1,-2,0,8,6
O=C(O)C1CC=CCC1C(=O)N1CCc2ccccc21 (stereo not given),11,-1,1,-3,1,4,0,22,0
Cc1ccc(CN2CCN(Cc3cnc(N(C)C)s3)CC2CCO)o1 (stereo not given),-4,4,1,-1,1,-7,2,-9,-2
COC(=O)N[C@H](c1ccccc1)[C@@]1(C)C[C@@H]1[C@@H](C)C(=O)Nc1ccc2ccccc2c1,-3,-7,1.4,16,0.84,-8,-1,4,-39
CCCOc1ccccc1C1NC(=O)NC(C)=C1C(=O)OCCOC (stereo not given),-17,0,1.1,-18,1.2,4,-2,-4,-9
Cc1ccc(Cl)c2c1NC(=O)C2(O)CC(=O)c1ccc(F)cc1 (stereo not given),6,-2,1,-7,1.1,4,1,12,-4
CSc1ccc(CN(C)CC(=O)Nc2ccc(C)cc2Br)cc1,-4,0,0.94,2,0.98,-4,1,18,6
O=C(O)c1cccc(N2C(=O)c3cccc4cccc(c34)C2=O)c1,5,1,0.88,26,0.74,0,0,25,12
CCOC(=O)N1CCC(NC(=O)c2ccc3snnc3c2)CC1,-1,-1,1,7,0.93,-1,4,14,-1

Quoted from the listing.
Result for CN(CC(=O)Nc1ccc(Cl)cc1)C(=O)c1cccc(S(=O)(=O)N(C)C)c1 in hIAP inh: 1
Result for Cc1cc(-n2c(C)cc(C(=O)COc3ccc(Cl)cc3C(N)=O)c2C)no1 in SENP1 inh: -1
Result for Cc1cc(C)c(C(=O)COC(=O)c2ccc(NC(=O)CC#N)cc2)cc1C in SENP1 inh: -43
Result for CCCCS(=O)(=O)N1CCCC(C(=O)Nc2ccc3c(c2)CCC3)C1 (stereo not given) in SENP1 inh: 1
Result for Cc1ccsc1CCNC(=O)C1CCC(=O)N(CCc2cccc(F)c2)C1 (stereo not given) in hIAP inh: -18
Result for O=[N+]([O-])c1ccccc1S(=O)(=O)Oc1ccccc1/C=N/n1cnnc1 in SENP1 inh: 0
Result for COC(=O)N[C@H](c1ccccc1)[C@@]1(C)C[C@@H]1[C@@H](C)C(=O)Nc1ccc2ccccc2c1 in mIAP block: -39

Two compounds picked at random from the list so far, as already listed:
Structure,APOBEC3A inh,MIN6 prolif,mIAP act,hIAP inh,hIAP act,A3G deaminase,SENP1 inh,NLRP3 yeast inh,mIAP block
Cc1ccc(Cl)c2c1NC(=O)C2(O)CC(=O)c1ccc(F)cc1 (stereo not given),6,-2,1,-7,1.1,4,1,12,-4
CCOC(=O)N1CCC(NC(=O)c2ccc3snnc3c2)CC1,-1,-1,1,7,0.93,-1,4,14,-1

Next structures follow.
Structure,APOBEC3A inh,MIN6 prolif,mIAP act,hIAP inh,hIAP act,A3G deaminase,SENP1 inh,NLRP3 yeast inh,mIAP block
Cc1cccc(-c2noc(CN(C)C(=O)c3ccc4c(c3)OCO4)n2)c1,-4,-4,0.98,4,0.96,-5,-2,10,2
COc1ccc(CNC(=O)CS(=O)CC(=O)O)cc1OC (stereo not given),0,-2,1,2,0.98,-1,3,-5,-1
COc1ccc(C(=O)NC2CCC(O)CC2)cc1S(=O)(=O)NCc1ccc(Cl)cc1 (stereo not given),-1,-2,1.1,-2,1,-6,-2,27,-11
O=C(CN1C(=O)C(=O)N(C2CCCC2)C1=O)Nc1ccc(F)cc1F,1,-2,1,-2,1,-4,-2,17,-4
CC(=O)c1cccc(-n2c(CCC(=O)O)ccc2-c2ccccc2)c1,-2,4,1,-2,1,0,1,9,0
O=C(NC(=S)Nc1ccccc1N1CCCCC1)c1ccc(F)cc1Cl,-2,-7,0.97,-2,1,-2,0,19,3
C[C@@H]1CN([C@@H](C)CO)C(=O)c2cc(NC(=O)Nc3ccc4c(c3)OCO4)ccc2O[C@H]1CN(C)S(=O)(=O)c1ccc(F)cc1,-2,-4,2.4*,2,0.98,-5,2,6,-140
O=C1C=C(c2cccc(OCc3ccccc3)c2)C[C@@H](c2ccc3c(c2)OCO3)C1,1,-6,1,-8,1.1,-4,1,2,-3
COc1cnc(SCCC(F)=C(F)F)[nH]c1=O,-5,-2,0.98,7,0.93,-2,-1,-12,2
Cc1cccc2c(N=O)c(O)n(CCc3ccccc3)c12,1,-3,0.89,18,0.82,-4,3,18,11
COc1cc(OC)c(N(C)S(=O)(=O)c2cccc(C(=O)NC3=NCCS3)c2)cc1Cl,-2,-4,0.89,11,0.89,-5,0,5,12
CCc1cccc(OCC(=O)Nc2ccc(C)c(S(=O)(=O)N3CCCCCC3)c2)c1,11,-7,1.7,-15,1.2,-2,3,15,-72
O=C1Nc2cc(C(=O)N3CCOCC3)ccc2S/C1=C\c1ccccc1,-2,0,1,-13,1.1,-3,-3,5,-3
